mcGAS lum: blocks mouse cGAS activity; 160,000 compounds, 0.15% hits; Q8C6L5; AID 1259399; recombinant cGAS, Kinase-Glo ATP depletion luminescence; inhibition, % at 12.5 µM;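 note: 0% = negative control wells and 100% = reference inhibitor with no enzyme activity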
hcGAS lum: inhibitors of human cGAS; Q8N884; recombinant h-cGAS, ATP depletion, Kinase-Glo luminescence; inhibition, % at 12.5 µM; 290,000 compounds, 0.081% hits;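 note: 0% = vehicle reaction and 100% = reaction without DNA for no activity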
Target sequence (Q8N884 whole entry, looked up): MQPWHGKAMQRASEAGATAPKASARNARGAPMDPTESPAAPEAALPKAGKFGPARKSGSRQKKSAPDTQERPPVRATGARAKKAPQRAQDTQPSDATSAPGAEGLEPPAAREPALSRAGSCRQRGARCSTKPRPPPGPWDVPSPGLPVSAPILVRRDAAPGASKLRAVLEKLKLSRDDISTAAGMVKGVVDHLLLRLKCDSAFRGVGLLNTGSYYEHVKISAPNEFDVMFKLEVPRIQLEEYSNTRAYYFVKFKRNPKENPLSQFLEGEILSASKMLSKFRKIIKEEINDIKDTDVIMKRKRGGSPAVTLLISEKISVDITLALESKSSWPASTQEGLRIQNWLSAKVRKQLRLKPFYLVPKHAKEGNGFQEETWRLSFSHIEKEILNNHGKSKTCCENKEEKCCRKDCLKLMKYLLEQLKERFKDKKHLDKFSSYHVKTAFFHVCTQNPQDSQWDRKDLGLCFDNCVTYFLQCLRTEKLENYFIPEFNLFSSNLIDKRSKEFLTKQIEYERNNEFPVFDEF
NPYLR7 ag: activates Aedes aegypti NPYLR7 receptor. HEK293T NPYLR7/Galpha15, GCaMP6s calcium fluorescence. activation, % at 10 µM. 270,000 compounds, 0.15% hits; in the data active = activation above about 40%;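 note: 0% = vehicle and 100% = reference agonist at the receptor; some compounds past the cut are filed as inactive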
* hit, by the source's call; . = not tested or not shown; & = joins results of further samples. Cut-off read from the data, not from the text of the source, unless noted: active = inhibition above about 40%; inactive = the rest.

The line under a structure holds: mcGAS lum	hcGAS lum	NPYLR7 ag
1	CC(Cc1cccc(Cl)c1)NC(=O)c1cccc(C#N)c1 (stereo not given)
    .	-11	-1
2	CSc1ncccc1C(=O)Nc1ccnn1Cc1ccccn1
    .	-2	6
3	CCOc1ccc(NC(=S)NC(C)(C)C)cc1
    .	-8	2
4	CC(C)(CO)NC/C=C/c1ccccc1
    .	-9	-1
5	COC[C@H]1C[C@H]2C[C@H](O)[C@@H](NC(=O)COc3ccccc3)[C@@]2(O)CO1
    -4	-10	1
6	CN(C)c1ccc(-n2cccc2C=O)cc1
    -5	1	5
7	CCCC1C2CC(C)CC=C2C(C#N)C(=N)C1(C#N)C#N (stereo not given)
    .	4	8
8	CCc1c(C)sc(N2C(=O)C3C4C=CC(C4)C3C2=O)c1C#N (stereo not given)
    -4	-3	-8
9	CC(C)CN(CC(=O)Nc1cc(C(C)(C)C)nn1-c1ccc(Cl)cc1)C(=O)c1ccc2c(c1)OCO2
    -4	-5	0
10	Cc1ccnc(N2CC34CN(C)CC3(CN(C)C4)C2)n1 (stereo not given)
    -7	-21	.
11	Cn1c(=O)c2c(nc3n2CC(c2ccc(F)cc2)=NN3Cc2ccc(Br)cc2)n(C)c1=O
    .	-2	0
12	CN(Cc1cn[nH]c1-c1cccc(F)c1)CC1(CO)CC1
    -17	-4	5
13	COCC(=O)N[C@H]1C[C@@H](C(=O)OC)N(C(C)=O)C1
    -6	-7	-12
14	CC(C)n1cc(CNC(=O)CCN(C)C2CCN(C)C2)cn1 (stereo not given)
    -6	-13	.
15	OCc1cccc(-c2nccc3[nH]nc(-c4ccccc4)c23)c1
    -2	-1	17
16	Cc1ccc(COC(=O)c2cc(C)nc3n[nH]c(C)c23)cc1
    .	3	-2
17	CN(C)C(=O)C1CCCN1c1ccnc2ccsc12 (stereo not given)
    .	-4	2
18	Cc1csc(Sc2ccc(NC(=O)C3CCC3)c(C)c2)n1
    .	-8	-2
19	O=C(NCCc1cccnc1)c1ccc2nc(-c3ccccc3)c(-c3ccccc3)nc2c1
    .	-3	-12
20	O=C(c1cc(-c2ccc(F)cc2)nc2cc(-c3ccc(Cl)cc3)nn12)N1CCN(Cc2ccccc2)CC1
    -8&-5	-4&0	-6&12
21	CCC(=O)N1CCc2cc(C(=O)NC(C)c3ccccc3F)ccc21 (stereo not given)
    -2	2	-2
22	Cc1cc(C(=O)N2C[C@H](Oc3ccccn3)[C@H]3C[C@@H]2Cc2c3[nH]c3ccccc23)no1
    3	3	-9
23	c1ccc(C2CCCN2Cc2cccc3nonc23)nc1 (stereo not given)
    .	-9	13
24	Cc1ccc(-c2cc(C(=O)N3CCN(c4cccc(C(F)(F)F)c4)CC3)n(-c3cccc([N+](=O)[O-])c3)n2)o1
    -5	-4	2
25	COc1ccc(CCN(C)S(=O)(=O)c2ccc(OC)c(N3CCN(C(=O)c4ccccc4OC(F)(F)F)CC3)c2)cc1OC
    -7	-11	24
26	CC(=O)c1ccc(N2CCN(S(=O)(=O)c3ccccc3C(F)(F)F)CC2)c(F)c1
    .	0	3
27	Cc1nnc(NC(=O)CSc2nc3ccccc3[nH]2)s1
    -2	-4	-5
28	CC(C)CN1CCNC(=O)C1CC(=O)N(C)CC1CCOCC1 (stereo not given)
    -10	-6	16
29	O=S(=O)(c1ccccc1Cl)N1CCN(c2ccccc2F)CC1
    -7	-2	6
30	COCCOc1nc(-c2cccc(C(F)(F)F)c2)n(-c2ccc(NC(=O)c3ccc4ccccc4c3)cc2)n1
    -5	1	.

The list continues.
The line under a structure holds: mcGAS lum	hcGAS lum	NPYLR7 ag
31	COCCNC(=O)c1ccc(CSc2nc(C)c(C)c(N3CCN(C)CC3)n2)cc1
    -6	-2	0
32	Cc1nn(C)c(Oc2ccc(Cl)cc2)c1CN1CCn2cncc2C1
    -12	-10	5
33	CCN1C(=O)N(CC(N)=O)C(=O)C12CCN(Cc1cccc(-c3ccccc3C)c1)CC2
    -14	-1	10
34	Cn1c(=O)c2c(nc3n2CC(=O)N3c2ccc3c(c2)OCO3)n(C)c1=O
    -4	0	3
35	CCOC(=O)c1[nH]c(C)c(C(=O)N2CCCC(N3CCN(c4ccccc4)CC3)C2)c1C (stereo not given)
    .	-5	21
36	CCOC(=O)Cn1cc(/C=C2/C(=O)N(c3cccc(C(=O)O)c3)N=C2C)c2ccccc21
    14	-4	-6
37	CCn1ccnc1CN1CCCC(CNC(=O)C2(N)CCCC2)C1 (stereo not given)
    .	-4	12
38	O=C(NC1CCCN(Cc2ccccc2F)C1)C1=CCCC1 (stereo not given)
    .	-4	-4
39	Cc1c(Br)c([N+](=O)[O-])nn1CC(=O)NCC#N
    .	-6	-2
40	Cc1ccn2c(NCc3ccccc3)c(-c3ccccc3OC(=O)C(C)(C)CCl)nc2c1
    -6	-8	13
41	N#Cc1ccccc1NC(=O)CCN1CCC(n2cncn2)CC1
    .	-10	9
42	Cn1ccnc1C(O)(CC#N)C(F)(F)F (stereo not given)
    .	-4	3
43	COc1nc(N(C)C)nc(N(C#N)C(C)C(=O)N(C)C)n1 (stereo not given)
    .	-13	1
44	CCCC(=O)Nc1cc(C(=O)N2CCC3(CCN(C)C3)CC2)ccc1C
    -12	-2	6
45	Cc1ccccc1Oc1cc(N2CCN(Cc3ccccc3)CC2)ncn1
    -6	-3	6
46	S=c1[nH]nc(Cn2cncn2)n1Cc1ccc(Cl)cc1
    .	-1	-15
47	CC(C)c1[nH]n(-c2ccc(Cl)c(Cl)c2)c(=O)c1C1=C(N(C)Cc2ccccc2)C(=O)N(c2ccccc2F)C1=O
    -5	-3	8
48	Nc1ccc([N+](=O)[O-])cc1C(=O)OCC(=O)N1CCCCCCC1
    .	3	-7
49	Cc1cn2c3c(=O)n(CCC(C)C)c(=O)n(C)c3nc2n1CC1CCCO1 (stereo not given)
    .	-8	2
50	Cc1nn(-c2ccccc2)c(NC(=O)c2ccco2)c(-c2ccccc2Cl)c1=O
    .	-1	-5
51	COCCNC(=O)C(NC(=O)c1ccccc1Cl)C1CCN(C(=O)CCc2ccccc2)CC1 (stereo not given)
    -4	-1	3
52	Cc1ccc(Cl)cc1S(=O)(=O)Nc1ccc2c(c1)CCO2
    -7	-9	7
53	CN(C)S(=O)(=O)c1ccc(N=Cc2c(O)n(C)c(=O)n(C)c2=O)cc1
    -3	-7	-7
54	CCc1nc2n(n1)C(=O)C(C(c1cccc(OC)c1)N1CCOCC1)S2 (stereo not given)
    -8	-7	-4
55	O=C(c1cn(Cc2ccccc2Cl)nn1)N1CCCCC1CCn1cccn1 (stereo not given)
    .	-11	3
56	O=C(C=Cc1cccs1)Nc1nc(-c2ccccn2)cs1
    .	-7	9
57	O=C(Cn1nc2c(c1NC(=O)C1CC1)CSC2)NCC1CCCO1 (stereo not given)
    -1	4	-6
58	O=C(NCCCCN1CCN(c2cccc(Cl)c2Cl)CC1)c1ccc2c(c1)Cc1ccccc1-2
    .	-2	-11
59	CC(C)Sc1nc2scc(-c3ccc(F)cc3)c2c(=O)[nH]1
    .	-7	1
60	CC(=O)Nc1ccc(C(=O)NCc2nccc3ccccc23)cc1
    .	-7	6

Results in hcGAS lum and NPYLR7 ag, for two of the compounds above:
cpd	Structure	hcGAS lum	NPYLR7 ag
46	S=c1[nH]nc(Cn2cncn2)n1Cc1ccc(Cl)cc1	-1	-15
47	CC(C)c1[nH]n(-c2ccc(Cl)c(Cl)c2)c(=O)c1C1=C(N(C)Cc2ccccc2)C(=O)N(c2ccccc2F)C1=O	-3	8

Pulled by structure from the entries so far:
The line under a structure holds: mcGAS lum	hcGAS lum	NPYLR7 ag
56	O=C(C=Cc1cccs1)Nc1nc(-c2ccccn2)cs1
    .	-7	9
31	COCCNC(=O)c1ccc(CSc2nc(C)c(C)c(N3CCN(C)CC3)n2)cc1
    -6	-2	0
58	O=C(NCCCCN1CCN(c2cccc(Cl)c2Cl)CC1)c1ccc2c(c1)Cc1ccccc1-2
    .	-2	-11

Continued.
The line under a structure holds: mcGAS lum	hcGAS lum	NPYLR7 ag
61	CC(C)C(NC(=O)N(C)Cc1cc(Cl)cn1C)c1ccccn1 (stereo not given)
    -7	-11	0
62	O=C(Cc1noc2ccccc12)NCc1cc(-c2ccc3c(c2)OCCO3)on1
    -7	-7	2
63	CN(C)CCNC(=O)CN1Cc2ccc(N3CCOCC3)nc2C1=O
    -4	-3	13
64	O=C(Nc1ccccc1C(=O)N1CCN(Cc2ccccc2)CC1)c1ccccn1
    -4	-8	3
65	Oc1[nH]c2ccccc2c1N=Nc1ccc(F)cc1F
    .	-7	-1
66	O=C(c1coc(COc2ccc(F)cc2Cl)n1)N1C[C@H]2CC[C@H]1C2
    .	2	6
67	CC(=O)c1c(C)cc(C)c(CN2CCN3CCNC(=O)C3C2)c1C (stereo not given)
    -16	-1	.
68	COc1ccc2c(c1)-c1sc(C(=O)N3CCc4ccccc4C3)cc1CC2
    -6	-6	-2
69	O=c1oc2ccc(Br)cc2cc1-c1csc(Nc2ccccc2)n1
    -4	-8	0
70	CCC(NC(=O)c1cc(COc2ccc(F)c(F)c2)on1)c1ccncc1 (stereo not given)
    .	-4	4
71	CCOC(=O)N1CCN(C(=O)c2cc(-c3ccccc3OC)n3nc(C(C)(C)C)cc3n2)CC1
    -7	-10	8
72	CCCCCCCC(=O)Nc1c(-c2cccc(OC)c2)nc2ccccn12
    -7	-5	-11
73	C=CCN(Cc1ccc(C)s1)C(=O)C1CCN(C(=O)CC(C)C)CC1
    .	-10	4
74	CCOCCCN(CC(=O)N(Cc1ccc2c(c1)OCO2)Cc1sccc1C)C(=O)Nc1cccc(Cl)c1
    2	2	-21
75	O=C(Nc1ccc(Cl)c(Cl)c1)N1CCc2nc(Cc3cccc(F)c3)nc(N3CCOCC3)c2C1
    -5	-11	1
76	Cc1nc(SCC(=O)Nc2cccc3ccccc23)c2c(=O)n(C)c(=O)n(C)c2n1
    .	1	7
77	N#Cc1cccc(-c2ncnn2Cc2cc(=O)n3ccsc3n2)c1
    2	6	2
78	Cc1nc(N2CCC(C(O)CC(C)C)CC2)c2ccsc2n1 (stereo not given)
    -8	-6	-2
79	CNc1nc(-c2ccc(CO)cc2)cn2ccnc12
    .	6	-2
80	O=c1c2c3c(sc2n2cnnc2n1-c1ccccc1)CCCCC3
    .	-5	14
81	Cc1cnn(C2CCCc3ccccc32)c1NC(=O)CCc1cccnc1 (stereo not given)
    .	-3	1
82	COc1ccc(-n2nnc(C(=O)Nc3cc(C)on3)c2C)cc1
    -10	-7	3
83	CCc1nc2ccc(C(=O)NCCN3CCNC3=O)cn2c1N(CC)CCOC
    -1	1	1
84	Cn1cnnc1SCC(=O)Nc1ccc2c(c1)CCC2
    .	-7	4
85	CCc1cc(C(=O)OC)c(NC(=S)NC(C)c2ccncc2)s1 (stereo not given)
    .	-1	-13
86	O=C(CC1CCOC1)NCC1SCCc2ccccc21 (stereo not given)
    -4	2	4
87	CC1CN(c2ccc(NS(=O)(=O)c3ccc(C(N)=O)cc3)cc2F)CC(C)O1 (stereo not given)
    -1	5	-3
88	O=C(Cn1[nH]c(=O)ccc1=O)N1CCCCC1CCc1ccccn1 (stereo not given)
    -18	-1	1
89	Cc1nn(CC(=O)N2CCCc3ccccc32)c(=O)c2c1cnn2-c1ccccc1
    .	-4	4
90	CCOC(=O)C1CCN(C(=O)c2cc(-c3ccc(C)cc3)nc3cc(C(C)(C)C)nn23)CC1
    -6	-1	13

Structures shown so far that have a nitro group on carbon:
The line under a structure holds: mcGAS lum	hcGAS lum	NPYLR7 ag
24	Cc1ccc(-c2cc(C(=O)N3CCN(c4cccc(C(F)(F)F)c4)CC3)n(-c3cccc([N+](=O)[O-])c3)n2)o1
    -5	-4	2
39	Cc1c(Br)c([N+](=O)[O-])nn1CC(=O)NCC#N
    .	-6	-2
48	Nc1ccc([N+](=O)[O-])cc1C(=O)OCC(=O)N1CCCCCCC1
    .	3	-7

Continued:
The line under a structure holds: mcGAS lum	hcGAS lum	NPYLR7 ag
91	CN(Cc1ccccc1)C1(C(=O)NC2CCC(O)CC2)Cc2ccccc2C1 (stereo not given)
    -13	-8	18
92	CCc1nc(NCC(C)C)c(C#N)c2c1COC(C)(C)C2
    .	-4	2
93	CCCCCCn1c(N2CCCCC2)nc2c1c(=O)n(C)c(=O)n2C
    .	-13	15
94	O=C(c1coc(CN(Cc2cccc(C(F)(F)F)c2)Cc2cccs2)n1)N1CCOCC1
    0	1	-1
95	O=C(NC1CCSc2ccccc21)C1c2ccccc2Oc2ccccc21 (stereo not given)
    -7	-4	-3
96	CCc1nc2ccc(C(=O)N3CCCCC3)cn2c1N(CC)C(C)=O
    -1	-4	-6
97	Cc1cccc(Cn2c(SCCN3CCOCC3)nc3c2c(=O)n(C)c(=O)n3C)c1
    -7	-10	.
98	Cc1nn(CC(C)C)c(Cl)c1CNC1CCc2ncnn2C1 (stereo not given)
    -4	-9	7
99	COCCN(CCOC)C(=O)CCCCC1CCSS1 (stereo not given)
    .	3	1
100	COC(=O)[C@H](Cc1ccccc1)NC(=O)c1cc(Cl)sc1Cl
    -17	-8	-1
101	CCc1n[nH]c(=O)c(C(=O)NCC(C)Oc2ccc(Cl)cc2)c1CC (stereo not given)
    .	-10	8
102	COc1ccc(C(=O)N2C(C(=O)N3CCOCC3)COC23CCN(C(=O)c2ccccc2C)CC3)cc1 (stereo not given)
    -5	-6	-1
103	Clc1cc(Cl)c(OCCCCn2cncn2)c(Cl)c1
    .	-7	0
104	CCC(=O)Nc1cc2c(cc1OC)NC(=O)CC2c1ccccc1C(F)(F)F (stereo not given)
    -14	-3	5
105	CC(=O)Nc1ccc(N2C(=O)C3CC=CCC3C2=O)cc1 (stereo not given)
    -6	-6	-13

High-throughput results deposited in PubChem by Fisher Drug Discovery Resource Center.

Not a hit list. Share with any hit: about 0.29%.
